MT stabilize HCS: microtubule stabilization, imaging screen. 200,000 compounds, 0.83% hits. HeLa tubulin immunostaining HCS, 24 h; share of cells brighter than vehicle mean+2SD. % tubulin-high responders, % at 10 µM;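 active = plate Z-score above 3 for both tubulin-high and condensed-nucleus cell shares, with cell loss under 80%, at 10 µM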;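 also: anti alpha tubulin signal scored within the nucleus-defined area of each cell; some results filed as inactive read as strong as hits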
HEK293 NOD2/NF-kB: NOD2 signaling inhibitors, cell-based, luminescence, uHTS, HEK293 (AID 1566); 290,000 compounds, 0.63% hits; HEK293 NOD2/NF-kB luciferase reporter, luminescence; higher % means a stronger effect; inhibition, % at 4 µM, or EC50 in µM where a hit was titrated; in the data active = inhibition above about 50%; also: many of its hits are not listed in these tables
Dynein transport: blocks dynein driven cargo transport along microtubules | 3617.4 mouse cells, GR-EGFP nuclear translocation imaging; test concentration mostly 20 µM; stimulated with dexamethasone, 1 µM; stronger effect = lower value | z-score, hits read low | 220,000 compounds, 0.47% hits;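 active = plate z-score of nuclear minus cytoplasmic receptor signal below a set negative limit, without overly bright fluorescence or cell loss, cut at about -3.5 in these data, passing the limit was not always enough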;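 also: z-score of nuclear minus cytoplasmic ring GR-EGFP intensity difference per well; some compounds called inactive have numbers as strong as hits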
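Buffer or medium: tet-free, stripped-serum medium; Also added: dexamethasone, 1.0 µM final; Technique: high-content fluorescence imaging after fixation; Times: 48 h induction, 1 h compound, 30 min dex at 37 °C; Read-out: per-cell GR-EGFP intensity, nucleus versus surrounding cytoplasmic ring, well-averaged.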
Yfh1-off respiration: enhancers of respiration in Yfh1-depleted yeast, dose response, Friedreich's ataxia, plus single-dose screen (AID 1465) | S. cerevisiae Yfh1-off respiration, WST-1 reduction, 72 h; higher fold induction means a stronger effect | one-dose fold induction at 50 µM; EC50 in µM for titrated hits | 220,000 compounds, 0.074% hits;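 active = fold induction of absorbance versus untreated yeast above a set limit, then at least 30% activation at any dose in follow-up; inconclusive = repeats straddling the limit, or above it without dose testing; inactive = fold induction below the set limit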;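 also: activators that raise dye reduction in frataxin-depleted yeast; strong numbers were not always called active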
Hep lipid drop: modulators of hepatic lipid droplet formation; AML12 mouse hepatocytes, oleate lipid droplets, BODIPY imaging; inhibition, % at 6.5 µM; 240,000 compounds, 0.4% hits; AID 1656;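 active = lipid droplet intensity inhibited by at least 50%, with more than 500 cells counted; inconclusive = wells with under 300 cells, treated as cytotoxic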
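Technique: fluorescence imaging, 20x objective, two fields per well / Assay system: AML12 hepatocytes (mouse) / Measure: % inhibition of lipid droplet signal / Doses: 6.5 µM single-point dosing / Incubation: overnight exposure / Reagent: 100 µM oleic acid challenge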
Autophagy mod: autophagy modulation, high-content screen | calls only at 10 µM (by protocol) | MEF GFP-LC3 puncta imaging; test concentration mostly 10 µM | 190,000 compounds, 0.98% hits | AID 463193;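 active = percentage of spot-positive cells more than 3 SD above its plate mean, without a fluorescence outlier flag or 80% toxicity; inconclusive = no clear call, values can overlap the other calls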;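 also: spot-positive cell cutoff set from DMSO-treated cells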
bCat nuc transl: beta-catenin nuclear translocation modulation | HeLa beta-catenin nuclear translocation, immunofluorescence imaging | nuclear translocation activity, % at 5 µM | 190,000 compounds, 0.3% hits;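 active = nuclear translocation activity above 50% at 5 µM, with a well cell count of 50 or more; inconclusive = wells under 50 cells across six images, flagged as toxic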;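 also: per-cell ratio of nuclear to cytoplasmic median beta-catenin stain intensity; plate controls were DMSO negative control for no effect and GSK-3 inhibitor IX positive control for full effect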
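System: HeLa cells, endogenous beta-catenin; compound dosing: 5 µM primary single dose, 0.1% DMSO, 0.02–20 µM confirmation series; incubation: 24 h compound exposure at 37°C, 5% CO2; signal: beta-catenin immunofluorescence imaging with DAPI; evaluation: % activation, nuclear-to-cytoplasmic median beta-catenin signal ratio per cell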
WT yeast gro inh: growth inhibition of WT yeast, mitochondrial fusion screen. mitochondrial fusion phenotypic screen, WT strain. inhibition, % at 10 µM. 190,000 compounds, 2.1% hits; in the data active = inhibition above about 58%; tested in S. cerevisiae
Insulin prom up: MIN6 insulin promoter up-regulation; MIN6 insulin promoter-GFP reporter, high-content imaging; stronger effect = higher value; z-score at 5 µM; 190,000 compounds, 0.3% hits; AID 1625;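 active = z-score above 3 at 5 µM with at least 500 cells counted in the well; inconclusive = wells under 500 cells, flagged as cytotoxic or low count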
WT yeast gro inh mutant strain: further read-out of WT yeast gro inh, marked with its call; inhibition, %; mitochondrial fusion phenotypic screen, mutant strain inhibition
Dynein transport cytoplasmic EGFP: second read-out of Dynein transport, no call of its own (marks repeat the call); z-score; measured here: cytoplasmic GR-EGFP intensity; stronger effect = higher value
Dynein transport nuclear GR-EGFP: further read-out of Dynein transport, marked with its call; z-score; measured here: nuclear GR-EGFP intensity;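 lower value marks the stronger effect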
Dynein transport cell count: recorded beside Dynein transport, whose call it bears; z-score; measured here: cell count per field
Insulin prom up cell count: recorded beside Insulin prom up, whose call it bears; cell count; measured here: cytotoxicity, nuclei count;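 total cells summed across four imaged fields per well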
Hep lipid drop cells 6.5 µM: recorded beside Hep lipid drop, whose call it bears; cell count; measured here: cell count, cytotoxicity flag;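 cells counted across two imaged fields per well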
bCat nuc transl cell count 5 µM: also measured in bCat nuc transl; calls as there; cell count; measured here: cell count, cytotoxicity flag
MT stabilize HCS Hoechst-high %: recorded beside MT stabilize HCS, whose call it bears; % Hoechst-high responders; measured here: nuclear condensation Hoechst responders;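 share of cells brighter than vehicle mean plus two SD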
MT stabilize HCS cytotoxicity %: further read-out of MT stabilize HCS, marked with its call; toxicity, %; measured here: cytotoxicity by cell density;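 0% = mean cell density of plate MIN control wells and 100% = no cells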
Autophagy mod cell loss 18 h: recorded beside Autophagy mod, whose call it bears; toxicity, %; measured here: cell loss, nuclei count;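 cell loss after 18 h compound exposure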
* hit, by the source's call; i = inactive; u = inconclusive; x = not tested or not shown; + = active, no number. This is a subset; rates above refer to the full screens.

SMILES	MT stabilize HCS	MT stabilize HCS Hoechst-high %	MT stabilize HCS cytotoxicity %	HEK293 NOD2/NF-kB	Dynein transport	Dynein transport cytoplasmic EGFP	Dynein transport nuclear GR-EGFP	Dynein transport cell count	Yfh1-off respiration	Hep lipid drop	Hep lipid drop cells 6.5 µM	Autophagy mod	Autophagy mod cell loss 18 h	bCat nuc transl	bCat nuc transl cell count 5 µM	WT yeast gro inh	WT yeast gro inh mutant strain	Insulin prom up	Insulin prom up cell count
O=C1CN(C(=O)COC(=O)c2cc(S(=O)(=O)N3CCOCC3)ccc2Cl)c2ccccc2N1	x	x	x	12%	-0.54	-0.76	-0.5	-0.15	i	-1	701	x	x	-1.4	1403	x	x	0.39	1011
Cc1ccc(C)c(CN2CCNC2=O)c1	3.5	3.2	4.7	4%	0.86	-0.43	0.25	-0.42	i	-12	678	i	4	-1.6	1205	-1	7	x	x
COc1ccc(NC(=O)Nc2ncccc2C)cc1	3.6	1.9	1.2	9%	0.066	-0.21	-0.33	0.27	i	5	705	i	14	-1.9	1267	-24	-7	x	x
CCOC(=O)C1=NOC(CNC(=O)C2=NOC(CNC(=O)c3c(-c4ccccc4Cl)noc3C)C2)C1 (stereo not drawn)	1.4	1.8	7.6	17%	-0.5	-0.23	-0.76	1.8	i	x	x	i	37	x	x	9	1	x	x
Cc1ccsc1CN(C)Cc1nc(C2CC2)no1	2.1	1.8	2.0	20%	-0.31	-0.3	-0.69	1.1	i	0	689	i	-14	1.0	1496	4	-3	-0.14	1450
O=C(CSc1ncnc2c1nnn2Cc1ccc(F)cc1)NC1CCCC1	1.0	0.7	5.0	0%	-0.86	-0.25	-0.31	0.68	i	0	727	i	3	2.5	972	-11	11	2.2	1167
COc1cccc(C2CC(c3cccs3)=NN2C(=O)CSc2nc3c(cnn3-c3ccc(F)cc3)c(=O)[nH]2)c1OC (stereo not drawn)	5.1	3.9	11	-1%	0.72	-0.23	1.5	-0.82	i	7	671	i	-1	-1.5	558	12	-21	-0.01	1113
O=C(c1ccc2c(c1)OCO2)N1CCC2(CC1)Oc1ccc(F)cc1C(=O)C21CC(c2ccccc2)=NO1 (stereo not drawn)	x	x	x	10%	-0.3	-0.81	-0.058	0.39	i	x	x	x	x	-0.7	1154	x	x	-1.5	1031
COc1ccc(C(C(=O)Nc2ccc(C(C)C)cc2)N(C)C(=O)c2ccc(=O)[nH]c2)cc1 (stereo not drawn)	3.1	2.1	8.6	15%	-0.92	-0.33	-0.1	0.18	i	6	722	i	-1	0.7	1068	-3	3	-0.37	1157
O=C1OCCC1Sc1nnc(-c2ccc3c(c2)OCO3)o1 (stereo not drawn)	2.5	1.2	9.1	28%	-0.18	-0.17	-0.21	-0.024	i	12	699	i	-8	-2.6	1173	-19	-2	-0.06	1411
Nc1nc(-c2ccccc2)c(-c2ccccc2)o1	x	x	x	16%	0.028	-0.18	-0.074	0.057	i	3	662	x	x	-4.6	1190	x	x	-0.48	1436
CCOc1ccc(NC(=O)c2cn(-c3ccc(OCC)cc3)c(=O)c3cc(OC)c(OC)cc23)cc1	3.8	1.1	6.1	12%	0.28	-0.19	0.046	0.85	i	x	x	i	3	0.4	717	21	3	-0.63	665
CCOc1cccc(C(=O)Nc2nnc(-c3cccs3)s2)c1	1.8	2.3	5.0	-122%	0.33	-0.19	0.25	0.61	i	-3	800	i	-3	x	x	6	9	-0.18	867
COc1ccc(C(=O)O/N=C(\N)c2ccccn2)c(OC)c1	x	x	x	-48%	-0.1	-0.27	0.6	-0.81	i	7	751	x	x	0.5	1270	x	x	-0.33	1019
CCc1cc2c(CN3CCN(CCO)CC3)cc(=O)oc2cc1O	1.9	1.6	5.3	5%	0.025	-0.23	0.26	-0.61	i	0	600	i	-8	-1.0	1034	11	9	3.6*	959*
NC(=O)CC(NC(=O)c1ccc(Br)cc1)c1ccc(N2CCC(Br)CC2)c([N+](=O)[O-])c1 (stereo not drawn)	x	x	x	-18%	1.4	-0.63	1.2	-1.9	i	-2	661	x	x	0.1	1350	x	x	u	x
c1ccc(COc2cccc(CN3CCN(c4ccccn4)CC3)c2)cc1	2.9	2.1	6.3	-39%	0.29	-0.18	-0.053	0.35	i	8	800	i	1	1.8	1118	9	-1	-0.71	878
CCc1nnc(N/N=C/c2ccc(N3CCC(C)CC3)c([N+](=O)[O-])c2)n1N	2.8	3.7	2.5	-1%	-1.1	-0.33	-0.72	1.2	i	8	681	i	-6	-2.1	1125	-4	-5	0.45	1394
CC(=O)/C(=N/Nc1ccccc1[N+](=O)[O-])N1CCCc2ccccc21	x	x	x	-13%	0.31	-0.2	-0.095	0.7	i	-12	720	x	x	2.2	1208	x	x	-0.35	1382
Cc1occc1C(=O)NCCc1cccc(Cl)c1	1.7	1.0	4.2	-34%	0.58	0.27	0.49	-0.62	i	4	832	i	23	x	x	36	30	1.3	807
COc1ccc(N/C=C(\C(C)=O)c2ccc(OC)c(OC)c2)cc1OC	3.6	1.3	8.5	-6%	-0.2	-0.12	0.15	0.23	i	-2	714	i	-7	0.6	1068	13	-4	-0.2	1524
COc1ccc(C(CNC(=O)c2cc(=O)[nH]c3ccccc23)N2CCCC2)cc1 (stereo not drawn)	1.5	2.1	6.3	14%	-0.47	-0.2	-0.18	0.29	i	x	x	i	-16	0.9	1397	-7	-1	-1.3	1162
Cc1ccc(S(=O)c2ccc(NC(=O)C3CC3)cc2C#N)cc1 (stereo not drawn)	1.6	1.1	1.4	34%	0.45	-0.19	0.13	-0.083	i	-1	651	i	-4	1.3	1107	17	12	-0.58	850
O=C(CSc1ccc(Cl)cc1)N1CCOCC1	2.0	0.3	2.0	-4%	-0.51	-0.26	-0.51	-0.24	i	3	719	i	-9	1.1	1124	14	8	-0.22	1273
Nc1c(C(=O)Nc2cccc(Cl)c2Cl)sc2nc(-c3cccnc3)ccc12	7.0	4.4	3.3	-7%	-0.89	2.4	0.49	-0.65	i	-5	722	i	-6	7.1	1163	1	0	0.47	1429
Clc1ccc(N2COC3c4cccc5cccc(c45)C32)cc1 (stereo not drawn)	2.7	1.7	6.7	0%	-1	0.13	-0.28	0.28	i	2	800	i	1	-1.4	1160	40	1	0.46	1325
Cn1c(C2CCCN2C(=O)OC(C)(C)C)n[nH]c1=S (stereo not drawn)	6.7	2.6	13	6%	-0.16	-0.31	0.23	0.31	i	x	x	i	25	1.4	597	3	7	1.5	1297
COc1ccc(C2c3sc(=O)[nH]c3SC3C4CCC(C4)C23)cc1OC (stereo not drawn)	3.2	2.1	6.6	2%	-0.95	-0.28	-0.64	0.79	i	-6	757	i	-1	-3.0	1150	48	-7	-0.74	1081
COc1ccc(OC)c(C2CC(=O)Nc3c2c(=O)[nH]c2ncnn32)c1 (stereo not drawn)	2.0	1.1	4.5	-7%	-0.78	-0.27	-0.01	0.54	i	-1	713	i	14	-2.3	1037	-4	-6	0.52	1666
O=C(Nc1cccc([N+](=O)[O-])c1)c1ccc2c(c1)OCCO2	1.3	2.0	5.0	-64%	0.16	-0.24	0.19	0.29	i	0	634	i	-11	-1.4	939	-3	-1	0.14	1436
Cc1ccccc1NC(=O)c1c2c(nc3ccccc13)CCC2	4.8	3.4	7.5	6%	-0.52	-0.19	0.11	-0.22	i	8	665	i	-4	-1.1	1162	11	1	-0.85	1348
N#C/C(=C/c1ccc(N2CCOCC2)o1)c1ccc(Cl)cc1	48*	58*	34*	-107%	-9.1	12	-0.7	-0.41	x	x	x	+	-28*	-0.3	724	9	-2	x	x
CCOc1ccc(NC(=O)CSc2nnc(Cc3cccn3C)n2-c2ccc(OC)cc2)cc1	2.9	2.2	4.6	-6%	-0.067	-0.095	0.63	-0.33	i	-20	559	i	-3	-0.5	1048	9	10	0.53	1707
COc1cccc(C(=O)Nc2cccc(OC(C)=O)c2)c1	2.2	1.9	24	-44%	-0.52	-0.22	0.19	-0.43	i	-2	766	i	5	x	x	-4	12	1.3	1152

Screens as filed in PubChem BioAssay.
